# core106 dimerization: inhibitors of HCV core protein dimerization, confirmation, biochemical, TR-FRET, triplicate (AID 2152). TR-FRET GST-/Flag-core106 dimerization, HTRF; active compounds read high. inhibition, % at 5 µM. hit rate 1% among 2,300;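 active = mean inhibition over three replicate wells above the hit threshold derived in the earlier primary screen, cut at about 45% in these data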;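 note: 0% = DMSO wells and 100% = unlabelled core106 competitor control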
#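 Test system: GST- and Flag-tagged HCV core106 peptides, dimerization via antibody TR-FRET / Amount: 17 nM Flag- plus 13.5 nM GST-core106 / Probe or stimulus: Eu(K)-anti-GST plus XL665-anti-FLAG antibodies / Compound dosing: one 5 µM dose, 0.5% DMSO / Times: 4 h incubation, 22.5 °C / Technique: TR-FRET, 340 nm excitation, 671/617 nm emission / Evaluation: percent inhibition from emission ratio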
# * marks the source's active call; other numbers are inactive results. The list is partial; count on the stated rates, not on these rows.
# Start of the data: the first 3 records as a preview:
1. COc1ccc(Cn2c(N)c(C(=O)NCc3ccco3)c3nc4ccccc4nc32)cc1
  core106 dimerization: 0
2. CC(C)N1C(=O)/C(=C/C=C/c2ccco2)C(=O)N(Cc2ccco2)C1=O
  core106 dimerization: -2
3. CC(C)CNC(=O)c1c(N)n(Cc2ccco2)c2nc3ccccc3nc12
  core106 dimerization: -4

# All compounds of this part, previewed entries included:
1. COc1ccc(Cn2c(N)c(C(=O)NCc3ccco3)c3nc4ccccc4nc32)cc1
  core106 dimerization: 0
2. CC(C)N1C(=O)/C(=C/C=C/c2ccco2)C(=O)N(Cc2ccco2)C1=O
  core106 dimerization: -2
3. CC(C)CNC(=O)c1c(N)n(Cc2ccco2)c2nc3ccccc3nc12
  core106 dimerization: -4
4. Cc1ccc(N2C(=O)/C(=C/c3ccc(CN(CCC#N)S(C)(=O)=O)o3)C(=O)NC2=S)cc1C
  core106 dimerization: -8
5. Cc1nc2cc(C(F)(F)F)ccc2n1C1CCN(Cc2nnnn2CCc2ccccc2)CC1
  core106 dimerization: -1
6. O=c1c2ccccc2nc(CNc2ccccc2)n1-c1ccccc1
  core106 dimerization: 5
7. N[C@@H](Cc1ccc(N(CCCl)CCCl)cc1)C(=O)O
  core106 dimerization: -6
8. COC(=O)C[C@]1(C(=O)OC)CN(C#N)N(c2ccc(Cl)cc2)C12c1ccccc1-c1ccccc12
  core106 dimerization: 2
9. Cc1cccc(C(=O)Nc2ccc3c(c2)CC2(C(=O)N(C)C(=O)N(C)C2=O)C2CCCN32)c1 (stereo not drawn)
  core106 dimerization: 3

# Quoted at random: 2 records from the list
2. CC(C)N1C(=O)/C(=C/C=C/c2ccco2)C(=O)N(Cc2ccco2)C1=O
  core106 dimerization: -2
3. CC(C)CNC(=O)c1c(N)n(Cc2ccco2)c2nc3ccccc3nc12
  core106 dimerization: -4

# From PubChem BioAssay
